Source: PubChem (National Center for Advancing Translational Sciences (NCATS))
Eya2 inh – qHTS Assay for Inhibitors of the Phosphatase Activity of Eya2 | recombinant Eya2, OMFP fluorescence dephosphorylation (OMFP is methylfluorescein phosphate) | 0.006% of 330,000 active | AID 488837, 2010 | Potency, µM (titrated, usually from 76.9 µM), for inactives: top-dose activity, negative = inhibition, most hits filed as inhibitors | Protein phosphatase EYA2 (Homo sapiens), O00167; note: potency is the fitted concentration of half-maximal effect; % is set by controls: 0 for no effect and ±100 for the full control effect
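Eya2 protein (added as 0.2 uM solution) was preincubated with compound for 10 min at ambient temperature in 50 mM HEPES pH 7.5, 50 mM NaCl, 5 uM MgCl2, 0.05% BSA, 1 mM DTT. OMFP (added at 50 uM) then reacted 10 min; fluorescence read at 485/525 nm.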
TSG101-PTAP inh – qHTS Assay for Iinhibitors of HIV-1 Budding by Blocking the Interaction of PTAP/TSG101 | Tumor susceptibility gene 101 protein (Homo sapiens), Q99816 | 340,000 tested, under 10 active | AID 493005, 2010 | Potency, µM (titrated, usually from 115 µM), inactives show at the highest dose activity change, negative = inhibition, actives largely listed as inhibitors | Fluorescence polarization, FITC-PTAP peptide / Tsg101 binding; active = well fitted inhibition curve with a large enough effect in the main read-out, with a control signal flat, not every such curve was filed as active; inconclusive = small, poorly fitted or top-dose-only effect, or effect the other way, or a change in a side signal; inactive = no such curve, though single readings can be large or run the other way; note: potency is the fitted concentration of half-maximal effect; % of control where 0% means no effect
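Tsg101 binding domain (10 uM final) was mixed with compound and a FITC-labeled PTAP peptide (50 nM final) in HEPES pH 7.5 buffer with NaCl, Tween 20, EDTA and TCEP; fluorescence polarization was read after 20 min at r.t.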
ELG1 genotox – qHTS screen for small molecules that induce genotoxicity in human embryonic kidney (HEK293T) cells expressing luciferase-tagged ELG1; AID 504466, 2011; HEK293T ELG1-luciferase reporter, luminescence, 16 h; Potency, µM (top dose mostly 46 µM), for inactives: at the top dose activity change, positive = activation, hits mostly activators; 1.3% of 330,000 active; note: potency is the fitted concentration of half-maximal effect; % of control where 0% means no effect; nearly all actives have a fitted effect of over 60% in size
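Quantitative HTS format in 1536-well plates. HEK293T ELG1-luciferase reporter cells receive test compound and are incubated 16 hr at 37 °C, 5% CO2; ONE-Glo added, 30 min room temperature, then luminescence read.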
BRCA1 expr up – qHTS Assay to Identify Small Molecule Activators of BRCA1 Expression; 1.1% of 380,000 active; MCF7-BRCA1-FFLuc reporter, luminescence, 48 h; response scale: scaled: vehicle 0%, 10 µM genistein 100%; Potency, µM (top dose mostly 46.1 µM), for the others: at the highest dose activation, actives largely listed as activators; AID 624202, 2012; note: potency is the fitted concentration of half-maximal effect; nearly all actives have a fitted effect of over 80% in size; some results filed as inactive show a strong effect at the top dose
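MCF7-BRCA1-FFLuc, 2000 cells/well; 2 h attach, 37 °C/5% CO2; compound 48 h; luciferase substrate 15 min; luminescence end-point. Norm. to genistein 10 microM max activation and DMSO; concentration-response curves fitted.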
uPA surface inh – qHTS for Inhibitors of Cell Surface uPA Generation | Potency, µM (doses to about 38.3 µM), for inactives: at the top dose activity change, negative = inhibition, usual class: inhibitors | AID 540303, 2011 | 0.31% of 330,000 active | cell surface uPA generation assay, qHTS; active = well fitted inhibition curve with a large enough effect; inconclusive = small, poorly fitted or top-dose-only effect; inactive = no such curve, though single readings can be large or run the other way; tested in mouse RAW 264.7 cells; note: potency is the fitted concentration of half-maximal effect; % is set by controls: 0 for no effect and ±100 for the full control effect; nearly all actives have a fitted effect of over 55% in size
USP2a inh – qHTS Assay for Inhibitors of Ubiquitin-specific Protease USP2a Using CHOP2 as the Reporter; Ubiquitin carboxyl-terminal hydrolase 2 (Homo sapiens), O75604; USP2 core, Ub-CHOP2 coupled fluorogenic reporter, 485/531; Potency, µM (doses to about 38.3 µM), for the others: at the highest dose activity change, negative = inhibition, usual class: inhibitors; 0.01% of 330,000 active; AID 463254, 2010;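 note: potency is the fitted concentration of half-maximal effect; plate controls were DMSO wells for no effect and full inhibition by NEM control for full effect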
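USP2 core (10nM final) preincubated 30min RT with compound in 20mM Tris-HCl pH 8.0, 2mM CaCl2, 2mM beta-mercaptoethanol, 0.05% CHAPS; 25nM Ub-CHOP2 plus 25nM reporter substrate added, fluorescence (Ex485/Em531) read after 60min.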
a7 integrin act – qHTS for Activators of Integrin-Mediated Alleviation for Muscular Dystrophy; 0.064% of 350,000 active; Potency, µM (series often up to 38.3 µM), for the others: at the highest dose activation, actives largely listed as activators; alpha7betagal myoblasts, beta-gal FDG fluorescence, 48 h; AID 624291, 2012;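 note: potency is the fitted concentration of half-maximal effect; 100% = response of the positive control SU9516; nearly all actives have a fitted effect of over 60% in size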
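alpha7betagal+/- myoblasts (passage 13, 250/well) treated 48 h at 37C with compounds at 1:260 dilution of DMSO stock. Lysed, then beta-galactosidase activity read as FDG fluorescence (ex 480/em 540) after 30 min, with pre-read for autofluorescence.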
p53 reactivation – qHTS assay for re-activators of p53 using a Luc reporter; H1299 p53-A138V BP100-luciferase reporter, luminescence, 24 h; Potency, µM (titrated, usually from 92.2 µM), without a hit: at the top dose activity change, positive = activation, hits mostly activators; 0.063% of 320,000 active; AID 504706, 2011; note: potency is the fitted concentration of half-maximal effect; % of control where 0% means no effect; nearly all actives have a fitted effect of over 45% in size
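H1299 (p53-null), stable ts p53-A138V + BP100-Luc; 1000 cells/well, Opti-MEM/10% FBS; cpd 4 pt, 1:5; 24 h, 37 deg C, 5% CO2; detection reagent 10 min RT; luminescence.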
B2AR arrestin – qHTS assay of beta-arrestin-biased ligands of beta2-adrenergic receptor; AID 492947, 2010; Beta-2 adrenergic receptor (Homo sapiens), P07550; beta-arrestin recruitment to beta2AR, cell-based reporter; Potency, µM (doses to about 46.1 µM), inactives show top-dose activation, hits mostly activators; 0.02% of 330,000 active;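 note: potency is the fitted concentration of half-maximal effect; 0% = DMSO controls and full agonism = EC100 isoproterenol or metaproterenol; nearly all actives have a fitted effect of over 65% in size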
Target sequence (P07550 whole entry, looked up): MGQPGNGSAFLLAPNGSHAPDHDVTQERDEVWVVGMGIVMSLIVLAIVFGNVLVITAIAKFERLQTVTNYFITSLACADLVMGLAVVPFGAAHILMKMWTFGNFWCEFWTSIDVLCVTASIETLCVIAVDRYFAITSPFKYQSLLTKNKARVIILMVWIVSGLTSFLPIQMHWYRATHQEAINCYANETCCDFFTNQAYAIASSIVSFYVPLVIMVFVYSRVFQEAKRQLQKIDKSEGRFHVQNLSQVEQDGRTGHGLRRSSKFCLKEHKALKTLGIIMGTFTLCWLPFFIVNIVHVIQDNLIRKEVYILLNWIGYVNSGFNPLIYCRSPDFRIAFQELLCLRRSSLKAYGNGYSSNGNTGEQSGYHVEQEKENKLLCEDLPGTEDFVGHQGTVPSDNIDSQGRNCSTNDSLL
ASM inhibitor – Inhibitors of Secretory Acid Sphingomyelinase (S-ASM): qHTS; placental ASM, HMU-PC fluorogenic substrate, 60 min; Potency, µM (top dose mostly 57.5 µM), without a hit: at the highest dose activity change, negative = inhibition, usual class: inhibitors; 0.006% of 340,000 active; AID 504937, 2011; note: potency is the fitted concentration of half-maximal effect
Target sequence (P17405 47-631 limits assumed): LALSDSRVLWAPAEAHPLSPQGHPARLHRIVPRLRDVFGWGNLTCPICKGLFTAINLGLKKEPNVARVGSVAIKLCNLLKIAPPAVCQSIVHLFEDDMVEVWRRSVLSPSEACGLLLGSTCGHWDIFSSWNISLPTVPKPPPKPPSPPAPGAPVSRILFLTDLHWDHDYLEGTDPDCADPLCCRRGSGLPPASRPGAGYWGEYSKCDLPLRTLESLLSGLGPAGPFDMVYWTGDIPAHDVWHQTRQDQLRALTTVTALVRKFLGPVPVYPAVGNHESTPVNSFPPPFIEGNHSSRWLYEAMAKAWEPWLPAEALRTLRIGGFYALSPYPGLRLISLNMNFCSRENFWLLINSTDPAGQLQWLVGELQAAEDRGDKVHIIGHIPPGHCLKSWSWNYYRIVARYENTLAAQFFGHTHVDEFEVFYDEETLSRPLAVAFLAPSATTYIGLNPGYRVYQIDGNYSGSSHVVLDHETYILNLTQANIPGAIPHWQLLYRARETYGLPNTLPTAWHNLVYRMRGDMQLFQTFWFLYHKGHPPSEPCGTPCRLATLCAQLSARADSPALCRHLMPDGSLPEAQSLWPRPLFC
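qHTS format. ASM enzyme prepared from human placenta hydrolyses the fluorogenic substrate HMU-PC0 (9 uM final) over 60 min at 37 °C after a 10 min compound preincubation.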
TRPV1 agonist – HTS Assay for Compounds that Act as Agonists of the Vanilloid Receptor 1; Transient receptor potential cation channel subfamily V member 1 (Homo sapiens), Q8NER1; TRPV1-expressing cells, Fluo-8 calcium influx, agonist mode; activation, % at 8.33 µM; 0.19% of 320,000 active; in the data active = activation above about 80%; inconclusive = between about 30% and that limit; note: 0% is about no effect
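TRPV1-expressing cells were cultured overnight at 35.5C and loaded with Fluo-8 calcium dye for 40 to 90 min at room temperature. After a 10 s baseline, compound was added and calcium influx was read kinetically for 3 min (ex 480/em 520 nm).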
Active calls of the source: *; ? = inconclusive; . = no result given; [ ] = dose if it differs, or a comment. Unless noted, calls come from the whole dose curve; as a rule, active = well fitted curve in the direction sought with a large enough effect; inconclusive = small, poorly fitted or top-dose-only effect, or another doubt; inactive = no such curve, though single readings can be large; an effect the other way counts as inactive or inconclusive. No enrichment for hits; 2.6% or so of the library scored in one or more.

Structure	Eya2 inh	TSG101-PTAP inh	ELG1 genotox	BRCA1 expr up	uPA surface inh	USP2a inh	a7 integrin act	p53 reactivation	B2AR arrestin	ASM inhibitor	TRPV1 agonist
COc1ccc(C(=O)NCCCN2CCCC2=O)cc1	8.1%	-6.4%	17.6%	48.7%	0.7%	0.0%	-13.8%	7.6%	-0.1%	2.4%	2.5
CC(=O)Nc1ccc(NC(=O)C(C)OC(=O)c2ccc3[nH]c(C)c(C)c3c2)cc1 (centres undefined)	-21.8%	-3.1%	-2.4%	-13.3%	-1.7%	-1.1%	12.7%	-6.5%	-0.2%	-5.4%	-1.0
O=C(NCc1ccncc1)c1ccc(Cn2cc(C(F)(F)F)ccc2=O)cc1	-6.9%	-5.7%	0.1%	-3.1%	0.8%	1.4%	?	-3.5%	0.1%	2.9%	.
C=CCN1CCN(C(c2ccc(Cl)cc2)c2nnnn2CCc2ccc(OC)c(OC)c2)CC1 (centres undefined)	-29.8%	-1.4%	0.3%	0.0%	1.3%	0.2%	-8.7%	-6.0%	0.2%	1.0%	7.0
COc1ccc(C2/C(=C(/O)c3ccccc3)C(=O)C(=O)N2CC(C)O)c(OC)c1 (centres undefined)	-2.7%	-4.9%	5.3%	-1.4%	-2.6%	0.9%	31.3%	0.5%	0.4%	-0.8%	-3.1
CCC(=O)Nc1ccc(/C=C(\C(C)=O)C(=O)c2ccccc2)cc1	-3.0%	-2.3%	14.9%	-4.5%	-23.0%	1.5%	-44.0%	-5.9%	11.5%	-6.1%	0.7
Cc1cccc(-c2nnc3sc(-c4ccccc4C)nn23)c1	-9.0%	0.1%	-5.6%	1.2%	.	-2.9%	0.7%[7.66 µM]	7.5%	0.4%	-20.4%	24.1
Oc1ccccc1-c1nnco1	.	-1.9%	.	13.2%	6.1%	.	-15.7%	.	.	9.8%	.
C=CCn1c(SCC(=O)Nc2ccc(F)cc2)nnc1-c1cnccn1	-14.1%	0.5%	-1.1%	14.0%	-4.5%	-2.2%	6.3%	0.7%	0.1%	3.2%	0.1
COc1ccc(CSC2=NCCN2)cc1Cl	9.4%	-2.9%	-0.8%	-61.4%	?	-1.7%	-18.7%	?	0.5%	8.6%	0.4
CCOC(=O)/C(C#N)=C/C1=C(N2CCCC2)CC(C)(C)OC1	-3.4%	-3.6%	2.7%	-10.1%	-0.7%	3.5%	-2.9%	-0.9%	2.9%	-9.0%	1.7
C/C(=N\O)c1sc(-c2ccccc2)nc1C	-14.2%	-3.9%	?	2.51µM*	-27.2%	3.2%	-7.1%	26.2%	-1.0%	1.2%	3.4
CN1CCN(CC(=O)n2c3c(c4ccccc42)CCCC3)CC1	19.7%	-5.8%	-0.7%	-23.2%	6.0%	0.3%	-17.5%	1.8%	-0.2%	-0.7%	1.9
Cc1cccc(C(=O)C2CCN(S(=O)(=O)c3ccc(C(=O)O)cc3)CC2)c1	15.7%	-0.7%	2.2%	-1.5%	-2.5%	-0.4%	-0.3%	-4.1%	-0.6%	-3.4%	-3.4
Cc1ccc(OCCC(=O)N(CCC(C)C)c2c(N)n(Cc3ccccc3)c(=O)[nH]c2=O)cc1	-26.4%	1.1%	1.5%	-27.3%	8.8%	-1.3%	29.4%	5.0%	-0.1%	1.4%	0.7
Cc1cc(C)nc(SCc2ccc(C(=O)N/N=C/c3ccccn3)cc2)n1	?	-0.7%	-5.2%	-6.7%	-1.9%	-1.0%	-3.7%	-4.2%	0.3%	-0.2%	15.0
O=C(O)CC1(CC(=O)Nc2ccc(Br)cc2)CCCCC1	9.0%	-2.5%	-9.6%	10.0%	3.3%	0.9%	-1.2%	-3.3%	-0.2%	2.8%	0.6
O=C(CNS(=O)(=O)c1cccc(Cl)c1)Nc1ccc(-c2nc3ccccc3s2)cc1	-2.9%	-5.6%	8.2µM*	69.5%	5.4%	4.8%	-3.3%	?	-0.5%	4.7%	-2.5
CCOC(=O)c1c(NC(=O)COC(=O)c2ccncc2)sc(C)c1C	-10.8%	-2.6%	4.3%	-13.9%	3.0%	0.8%	-8.4%	-3.5%	0.1%	6.1%	1.3
CNC(=S)NCCc1cc2c(OC)ccc(OC)c2[nH]c1=O	-10.3%	-6.0%	12.9%	23.2%	2.9%	4.5%	-19.6%	-2.6%	0.3%	6.7%	3.2
CCCC(C(=O)Nc1cccc(S(=O)(=O)N2CCCC2)c1)c1ccccc1 (centres undefined)	-26.6%	0.8%	-0.9%	-35.7%	1.0%	-1.4%	0.9%	0.1%	0.4%	-3.3%	-0.8
COc1ccc(S(=O)(=O)N2CCCCC2)cc1NC(=O)CNc1ccccc1N1CCCC1=O	-8.1%	-6.4%	-1.4%	-7.8%	-2.5%	-0.2%	0.0%	8.3%	-2.2%	3.1%	3.7
O=C(CNCC1CCCO1)N1CCCc2ccccc21 (centres undefined)	-0.3%	-2.3%	-2.0%	6.0%	5.9%	-0.8%	-6.3%	-3.0%	0.2%	39.0%[activator]	0.6
CCN(/N=C/C=C/c1ccccc1)c1cc(=O)n(C)c(=O)[nH]1	-0.4%	0.5%	0.7%	-9.1%	-2.2%	4.1%	-10.2%	-2.8%	-0.5%	3.6%	3.2
Cc1occc1C(=O)NN=C1C2CC3CC(C2)CC1C3	-17.7%	-2.4%	15.1%	?	3.3%	-1.9%	?	12.6µM*	-0.4%	-2.6%	4.3
COc1ccc2cc(C(=O)C3CCCN(C(=O)c4cncs4)C3)ccc2c1 (centres undefined)	-2.0%	-2.6%	4.8%	-20.3%	4.0%	-0.2%	-21.7%	-16.0%	0.4%	8.2%	5.1
Cn1c(/C=N/n2cnnc2)nc2ccccc21	-3.1%	-4.5%	3.9%	-2.0%	-8.3%	2.1%	-37.6%	?	-0.2%	18.8%	1.3
O=C(COc1ccc(Br)cc1CO)Nc1ccccc1	-7.7%	-1.5%	10.5%	34.6%	-0.6%	-2.0%	10.1%	?	-1.1%	-0.4%	21.9
CC(NC(=O)COc1ccc(-c2ccccc2)cc1)C1CCCO1 (centres undefined)	-6.5%	-9.7%	-4.8%	26.0%	-1.8%	3.0%	6.1%	-14.4%	-0.6%	3.2%	?
CCOC(=O)c1cc(NC(=O)COc2ccc([N+](=O)[O-])cc2)cc(C(=O)OCC)c1	1.1%	-0.1%	3.0%	-17.5%	8.0%	0.7%	18.9%	-7.1%	2.5%	0.6%	7.8
CCOc1ccc(S(=O)(=O)N2CCCC(C(=O)NCC3CCCO3)C2)cc1 (centres undefined)	-13.2%	-5.0%	1.1%	-2.0%	-17.7%	2.7%	-9.0%	-5.6%	-0.1%	5.2%	1.0
CC1=NN(C(N)=S)C(=O)C1N=Nc1ccccc1C(=O)O (centres undefined)	11.1%	-2.3%	-4.2%	-12.3%	31.9%[activator]	3.8%	19.3%	.	-0.6%	4.4%	-5.7
CCCCCC(C(=O)O)C(C)CC(=O)NC1CCCCC1 (centres undefined)	-7.2%	5.1%	-4.8%	-7.7%	-3.1%	-0.4%	1.3%	-13.5%	-0.4%	-0.1%	-0.4
O=C(Oc1ccc(-c2nnco2)cc1)C1CCN(C(=O)c2ccc(F)cc2)CC1	3.5%	.	1.6%	-0.6%	10.5%	0.1%	0.8%	.	-0.1%	1.3%	-4.2
COc1ccc(C2=NN(S(C)(=O)=O)C(c3cccs3)C2)cc1 (centres undefined)	-6.0%	0.4%	?	?	6.8%	-6.3%	26.4%	7.0%	0.0%	-2.7%	4.4
Cc1occc1-c1nnc(SCC(=O)Nc2ccccn2)o1	-2.8%	0.2%	?	105.1%	-2.2%	1.2%	9.7%	21.8%	-0.1%	2.0%	0.0
